Bioassay records: PubChem BioAssay, several laboratories
rCAG binder – molecules binding r(CAG) RNA repeats. r(CAG) RNA repeat, TO-PRO-1 dye displacement fluorescence. inhibition, % at 3 µM. hit rate 1.3% among 370,000;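 active = inhibition above the plate cutoff, the mean of all test compounds on that plate plus 3 SD, cut at about 35% in these data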;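 note: 0% = DMSO alone and 100% = 100 µM mitoxantrone as full dye displacement; higher means more dye released from RNA so lower well fluorescence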
HGIII-sPLA2 inh – Inhibits HGIII-sPLA2 liposome hydrolysis, primary screen. QFRET BODIPY PC-A2 liposome hydrolysis, fluorescence. inhibition, % at 12.2 µM. hit rate 0.56% among 370,000. AID 743126;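 active = inhibition above mean plus 3 SD of compounds lying within the high and low control bounds, cut at about 19% in these data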;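 note: 0% = median of test compound wells and 100% = no enzyme DMSO wells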
Target sequence (Q9NZ20 whole entry, looked up): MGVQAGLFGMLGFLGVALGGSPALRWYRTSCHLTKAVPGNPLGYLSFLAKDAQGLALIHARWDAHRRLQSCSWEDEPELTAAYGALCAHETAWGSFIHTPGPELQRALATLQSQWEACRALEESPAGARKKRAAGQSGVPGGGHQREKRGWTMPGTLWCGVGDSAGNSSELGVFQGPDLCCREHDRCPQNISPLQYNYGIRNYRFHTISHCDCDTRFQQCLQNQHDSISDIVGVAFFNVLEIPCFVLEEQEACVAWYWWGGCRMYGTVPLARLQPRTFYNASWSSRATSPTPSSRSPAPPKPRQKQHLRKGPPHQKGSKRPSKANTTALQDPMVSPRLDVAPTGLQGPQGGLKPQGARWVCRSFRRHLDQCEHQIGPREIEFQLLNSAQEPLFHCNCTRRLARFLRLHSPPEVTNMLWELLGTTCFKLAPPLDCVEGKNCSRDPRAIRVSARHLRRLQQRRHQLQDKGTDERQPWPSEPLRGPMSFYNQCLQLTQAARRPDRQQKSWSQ
ASAP1 inh – ASAP1 ArfGAP inhibition; Q9ULH1; ASAP1-stimulated ARF1 GTP hydrolysis, GDP FP detection; inhibition, % at 16.5 µM; hit rate 0.19% among 360,000; in the data active = inhibition above about 25%;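 note: 0% = vehicle with enzyme and substrate and 100% = no enzyme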
GC-A act – GC-A (human) enzyme activation; activation, % at 10 µM; HEK293 GC-A cells, cGMP TR-FRET, EC30 ANP; 0% at EC30 ANP, 100% saturating ANP; hit rate 0.14% among 370,000; P16066; in the data active = activation above about 40%
proKLK7 act – activates the human kallikrein-7 zymogen. hit rate 0.9% among 370,000. AID 652039. P49862. activation, % at 7 µM. purified proKLK7, EDANS-DABCYL substrate fluorescence; 100% is mature enzyme control, 0% vehicle;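 active = activation above the mean of all tested compounds plus 3 SD, computed per campaign excluding outliers beyond control limits, cut at about 13% in these data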
NPR2 activator – GC-B (human) receptor activation | activation, % at 10 µM | HEK293-GC-B cells, CNP EC30, cGMP TR-FRET; 0% at EC30 CNP, 100% saturating CNP | AID 1920062 | P20594 | hit rate 0.11% among 370,000;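 active = activation at 10 µM reaching about 35% in either raw or pattern-adjusted values, limit read from the data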
ADAM10 inh – inhibits human ADAM10; O14672; recombinant ADAM10, EDANS/DABCYL FRET peptide cleavage, 3 h; inhibition, % at 7 µM; hit rate 0.62% among 370,000;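 active = inhibition above a per-campaign cutoff equal to the mean of compounds falling between control-based bounds plus 3 SD, cut at about 20% in these data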;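 note: 0% = DMSO wells while the 100% control is not disclosed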
DDE Tn6 FP inh – DD(E)-Tn6 binding inhibition, primary FP screen; inhibition, % at 8.3 µM; hit rate 0.21% among 370,000; Fibrin DD(E) TRITC-Tn6 fluorescence polarization displacement; P02675;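 active = inhibition above a per-campaign cutoff: mean of compounds within control limits plus 3 SD, cut at about 15% in these data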;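 note: 0% = median of all compound wells on the plate and 100% = blocking peptide control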
Target sequence (P02675 whole entry, looked up): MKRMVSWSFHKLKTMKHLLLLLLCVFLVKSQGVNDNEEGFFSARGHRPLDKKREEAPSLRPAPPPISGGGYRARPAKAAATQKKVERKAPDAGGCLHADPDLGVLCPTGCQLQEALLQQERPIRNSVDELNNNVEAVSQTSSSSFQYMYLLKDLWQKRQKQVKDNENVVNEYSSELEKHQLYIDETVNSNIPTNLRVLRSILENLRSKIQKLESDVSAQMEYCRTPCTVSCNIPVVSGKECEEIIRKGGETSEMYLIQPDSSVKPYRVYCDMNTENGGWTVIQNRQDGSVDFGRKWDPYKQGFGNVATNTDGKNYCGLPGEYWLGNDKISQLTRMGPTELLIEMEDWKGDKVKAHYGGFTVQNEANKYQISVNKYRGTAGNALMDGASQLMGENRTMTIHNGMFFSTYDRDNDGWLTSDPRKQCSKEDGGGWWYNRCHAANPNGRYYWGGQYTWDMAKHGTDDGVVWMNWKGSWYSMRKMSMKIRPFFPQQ
ARFGAP1 inh – rat ARFGAP1 inhibition. Q62848. Arfgap1-stimulated ARF1 GTP hydrolysis, GDP FP detection. inhibition, % at 16.5 µM. hit rate 0.26% among 360,000;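 active = inhibition above a per-plate limit, mean inhibition of low control wells plus 3 SD, cut at about 25% in these data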;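 note: 0% = DMSO wells with enzyme and 100% = wells lacking Arfgap1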
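Material: rat Arfgap1 catalytic domain, aa 1-136; also added: human ARF1(Δ1-17)-GTP substrate; compound dosing: one concentration, 16.5 µM, DMSO 1.26%; incubation: GTP hydrolysis reaction 2 h at 25 °C; measured by: Tracer-displacement fluorescence polarization with EDTA stop, 620/688 nm; evaluation: % inhibition from polarization; repeats: one replicate per compound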
FXN GAA850 act – increases GAA850 frataxin promoter reporter activity. HEK293 lucGAA850 FXN promoter luciferase reporter, 24 h; percent of 10 µM SAHA response. activation, % at 6 µM. hit rate 0.56% among 360,000. AID 540364;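 active = activation above the average of all compounds screened plus 3 SD, cutoff fixed separately per campaign, cut at about 7.5% in these data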;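 note: 0% = DMSO wells and 100% = 10 µM SAHA wells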
Active calls of the source: *; i = inactive; nt = no result given.

SMILES	rCAG binder	HGIII-sPLA2 inh	ASAP1 inh	GC-A act	proKLK7 act	NPR2 activator	ADAM10 inh	DDE Tn6 FP inh	ARFGAP1 inh	FXN GAA850 act
CN(Cc1ccco1)C(=O)c1cccc2c1C(=O)N(Cc1cccnc1)C2	3	3	nt	0	-0.1	-11	-4	-1	nt	nt
CN(CC(=O)Nc1c(Cl)cccc1Cl)CC(=O)N1CCc2ccccc21	2	4	6	1	-0.1	-6	-3	5	12	0.1
O=C(Nc1ccccc1Br)C1CCN(C(=O)Cc2ccccc2)CC1	-2	0	-20	-1	0.2	3	7	2	-3	3.9
COC(=O)c1sccc1-n1cccc1C(=O)C(=O)N1CCOCC1	0	2	1	2	0.2	2	-3	-5	3	1.8
COCCN1CCN(C(=O)c2cc(COc3ccc(F)cc3F)on2)CC1	-6	-4	-10	5	0.0	-2	-9	3	7	1.1
COc1cccc(CNS(=O)(=O)c2ccc(N3CCCC3=O)cc2)c1	-4	3	-4	3	0.1	1	-8	8	4	0.2
Cc1cccc(N2CCN(C(=O)c3cccc(N4CCCC4=O)c3)C(C)C2)c1 (configuration not stated)	-8	3	14	-1	0.4	3	7	3	-12	-3.8
Nc1nc(SCC(=O)NCCCO)nc2sc3c(c12)CCC3	0	-4	3	3	-0.1	-5	-7	12	-6	-0.9
COc1ccc(NC(=O)NNC(=O)CCC(=O)Nc2ccccc2Cl)cc1	-3	3	4	4	0.2	0	0	4	5	0.2
Cc1ccc(/C=C/S(=O)(=O)NCCC(=O)NCc2ccc(F)cc2)cc1	3	-7	9	-1	0.5	-3	-7	-2	-5	-0.4
Cc1cccc2c1cnn2C(=O)CCC(=O)NC1CCCCC1	0	7	2	-2	0.2	-6	5	2	7	1.1
O=C(N/N=C/c1cccc([N+](=O)[O-])c1)c1cc2ccccc2o1	1	0	-11	3	-1.0	2	7	-2	9	1.4
O=C1CCCCC1Sc1nnc(-c2ccc3c(c2)OCO3)o1 (configuration not stated)	0	-14	-7	1	-0.3	-2	-4	8	0	-11
CCCCS(=O)(=O)C1CCS(=O)(=O)C1 (configuration not stated)	-1	6	-1	1	-0.1	-1	0	-6	-10	0.5
CC(NS(=O)(=O)c1c(N)n(C)c(=O)n(C)c1=O)c1ccccc1 (configuration not stated)	-3	5	-10	-1	-0.3	-2	-7	3	2	1.3
CCCCNC(=O)c1c[nH]c2ccc(S(=O)(=O)N3CCOCC3)cc2c1=O	6	0	7	-3	-9.8	6	-122	-15	-7	-0.8
COC(=O)[C@]12C[C@H](CC(=O)N3CCN(C(=O)c4ccco4)CC3)C(=O)N(Cc3ccc(Cl)cc3Cl)C1=C[C@H](C(C)C)O[C@@H]2C1CC1	11	-11	nt	-16	0.6	-12	12	3	nt	nt
CCOc1ccc(NC(=O)CSc2nnc(C)n2Cc2ccccc2)cc1	-8	-4	-9	3	0.0	7	-2	-11	-7	-1.2
CC(C)C12NC(=O)NC(=O)N1CCS2 (configuration not stated)	0	12	-20	3	-0.3	1	-5	-9	-3	2.0
Cc1cc(C)cc(NS(=O)(=O)Cc2ccccc2)c1	-2	-3	3	-3	0.2	6	-5	6	-3	0.9
Cc1ccccc1C(=O)N1CCC(C(=O)Nc2ccc3c(c2)OCO3)CC1	-4	0	4	7	0.1	3	-8	-4	0	2.1
CCN(CC)C(=O)c1csc(Nc2ccc(C)cc2)n1	-3	1	1	-2	-0.2	1	-4	-2	6	2.5
Cc1c(Cl)cccc1NC(=O)CNC(=O)c1ccc(F)cc1	-2	14	0	-2	-0.4	2	0	2	-4	2.0
CCc1nc2ccc(C(=O)Nc3ccc(OC)c(OC)c3)cn2c1N(C)C(=O)c1cccc(OC)c1	1	1	-14	0	0.0	-6	-2	-5	17	-2.8
COc1cc(OC)c(C(=O)OCN2C(=O)c3ccccc3C2=O)cc1OC	-2	-2	4	6	0.6	3	2	3	0	-0.1
CC(C)(C)c1ccc(NC(=O)CON=C(N)c2ccccc2)cc1	-4	-11	-1	3	0.2	1	5	3	11	1.1
Cn1c(=O)c2ccccc2n(CC(=O)NC2CCCCC2)c1=O	4	2	7	2	-0.1	-4	-7	-6	8	2.7
COc1cccc(C(=O)NCCS(=O)(=O)NCc2cccs2)c1	2	3	8	0	0.1	-1	2	6	7	1.6
CC(C)(C)OC(=O)CC1(C#N)c2ccccc2C(Br)=CN1C(=O)c1ccccc1 (configuration not stated)	-5	0	12	-11	-0.8	-12	0	1	-9	-1.3
COc1cc(CCN(C(=O)c2cccc(S(C)(=O)=O)c2)C(CCc2ccccc2)c2nc3ccccc3[nH]2)cc(OC)c1 (configuration not stated)	8	-22	8	-5	0.6	-2	10	-3	15	nt

Pulled one by one from above:
SMILES	rCAG binder	HGIII-sPLA2 inh	ASAP1 inh	GC-A act	proKLK7 act	NPR2 activator	ADAM10 inh	DDE Tn6 FP inh	ARFGAP1 inh	FXN GAA850 act
COc1cc(CCN(C(=O)c2cccc(S(C)(=O)=O)c2)C(CCc2ccccc2)c2nc3ccccc3[nH]2)cc(OC)c1 (configuration not stated)	8	-22	8	-5	0.6	-2	10	-3	15	nt
CCN(CC)C(=O)c1csc(Nc2ccc(C)cc2)n1	-3	1	1	-2	-0.2	1	-4	-2	6	2.5
Cc1ccccc1C(=O)N1CCC(C(=O)Nc2ccc3c(c2)OCO3)CC1	-4	0	4	7	0.1	3	-8	-4	0	2.1
Cn1c(=O)c2ccccc2n(CC(=O)NC2CCCCC2)c1=O	4	2	7	2	-0.1	-4	-7	-6	8	2.7
COc1cc(OC)c(C(=O)OCN2C(=O)c3ccccc3C2=O)cc1OC	-2	-2	4	6	0.6	3	2	3	0	-0.1
CCc1nc2ccc(C(=O)Nc3ccc(OC)c(OC)c3)cn2c1N(C)C(=O)c1cccc(OC)c1	1	1	-14	0	0.0	-6	-2	-5	17	-2.8

(next part)
SMILES	rCAG binder	HGIII-sPLA2 inh	ASAP1 inh	GC-A act	proKLK7 act	NPR2 activator	ADAM10 inh	DDE Tn6 FP inh	ARFGAP1 inh	FXN GAA850 act
Cc1ccc(SCCC(=O)NCc2ccccn2)cc1	-3	4	8	-1	0.3	2	-1	-10	0	0.0
CNC(=O)c1cc(Nc2nnc(C)c3ccccc23)ccc1OC	-3	3	0	-2	-0.2	6	1	5	-1	0.2
CC(C)(C)C(=O)Nc1nnc(SCC(=O)NC2CCCCC2)s1	1	4	-5	0	-0.6	1	2	11	-8	0.4
Cc1noc(C)c1S(=O)(=O)Nc1ccc(C(=O)NCCc2ccccc2)cc1	5	-5	5	0	-0.2	0	1	2	-5	0.5
COc1ccc(CC(=O)OC(C)CN2CCOCC2)cc1 (configuration not stated)	-1	-4	-6	-1	0.1	1	-6	-3	-14	-0.6
O=c1c2c(-c3ccccc3)csc2ncn1/N=C/c1cccc([N+](=O)[O-])c1O	5	0	5	2	0.3	-1	-2	2	4	2.9
Cc1ccc(S(=O)(=O)CCC(=O)OC(C)C(=O)Nc2ccc(N3CCOCC3)cc2)cc1 (configuration not stated)	3	0	8	-2	-0.3	4	5	2	3	2.4
O=CN1CCN(S(=O)(=O)c2ccc(S(=O)(=O)NC3CCCCC3)cc2)CC1	1	1	0	5	-0.5	-2	1	-6	7	1.2
Cc1c(OCC(=O)N(C)c2ccccc2)ccc2c3c(c(=O)oc12)CCC3	0	-6	7	0	-0.7	2	-127	4	-10	-1.4
Cc1cscc(C)c1=S	-1	13	-8	-1	-0.5	0	-8	-4	-8	-0.8
Cc1cc(NC(=O)c2ccc(F)c(S(=O)(=O)N3CCCCC3)c2)no1	-3	6	-6	-2	0.5	2	-2	-3	5	0.3
O=S1(=O)CC(N2CCN(Cc3ccccc3F)CC2)CN1Cc1cn(Cc2ccc(C(F)(F)F)cc2)nn1 (configuration not stated)	-1	-3	1	-1	0.0	-1	2	2	0	nt
CCN(CC)S(=O)(=O)c1ccc2c(c1)nc(-c1ccccn1)n2C	-4	-4	9	2	-0.2	1	-8	8	8	5.8
Cc1noc(C)c1COC(=O)c1ccc2c(c1)OCO2	-1	6	7	0	-0.3	5	0	1	1	-1.1
Cc1ccc(C(=O)NC(NCc2ccco2)C(Cl)(Cl)Cl)cc1 (configuration not stated)	-1	-9	-10	0	0.0	-4	-3	-3	7	1.1
c1ccc(Oc2cc(-c3ccccc3)ncn2)cc1	-1	4	1	15	-0.7	-2	9	2	11	1.9
Cc1ccc(N2C(N)=C(C#N)C(c3cccs3)C3=C2CC(C)(C)CC3=O)cc1 (configuration not stated)	0	7	-7	1	0.3	-3	-14	-2	0	1.9
O=C(CCn1c(=O)c2cccn2c2ccc(F)cc21)NCc1cccc(F)c1	0	-1	8	-4	0.2	-4	0	2	-6	-0.5
O=C(COC(=O)C1(c2ccccc2F)CCCC1)NCc1ccc2c(c1)OCO2	-2	5	3	-1	0.0	-1	8	-5	-1	2.9
CC1CCCN(c2ccc(/C=C(\C#N)c3nn(-c4ccccc4)c(N)c3C#N)cc2[N+](=O)[O-])C1 (configuration not stated)	8	1	8	1	-0.9	-7	-13	1	-10	0.5
N#Cc1ccccc1S(=O)(=O)N1CCN(c2nc(-c3cccnc3)nc3ccccc23)CC1	7	-9	-14	-4	-0.6	-5	-9	1	-1	-5.1
Cc1ccc(NC(=O)C(C)S)cc1 (configuration not stated)	3	7	-24	7	-0.3	0	15	-1	-10	2.3
O=CN1CCN(S(=O)(=O)c2ccc(Cl)c(C(=O)O)c2)CC1	4	4	-5	1	0.6	0	-2	3	18	1.1
CC(NCCO)C(=O)C12CC3CC(CC(C3)C1)C2 (configuration not stated)	-1	2	7	-3	0.3	0	-10	0	11	3.9
COc1ccccc1Nc1ncc(C(=O)N2CCN(Cc3ccc(OC)c(OC)c3OC)CC2)c2ccccc12	-1	-12	22	3	1.1	3	-13	-7	4	-2.9
COc1ccc(S(=O)(=O)N2CCCC2)cc1C(=O)N1CCOCC1	2	1	-24	-3	-0.5	4	1	14	-4	-0.1
COc1ccccc1CNC(=O)c1ccc(S(=O)(=O)N(C)c2ccccc2)cc1	-3	-10	-1	-2	0.5	-5	7	6	9	0.3
COC(=O)c1ccc(NC(=O)CCN2CCOCC2)cc1	-4	22*	-5	1	-0.2	10	-5	-7	14	1.5
O=C(CCCCCn1c(=S)[nH]c2ccc(N3CCOCC3)cc2c1=O)NCc1cccc(Cl)c1	1	5	-9	1	17*	5	-22	-5	3	0.7
Nc1nonc1-n1nnc(C(=O)N/N=C/C2CC=CCC2)c1CSc1ccccc1 (configuration not stated)	6	0	-12	-3	0.7	1	5	1	-3	1.6
Cc1nc2ccccc2cc1OCc1ccccc1	-1	-9	1	16	0.8	8	-2	10	-7	-0.7
CC1(C)Cc2c(c(-c3ccco3)nc3sc4c(NCCCO)ncnc4c23)CO1	12	-13	-4	18	-19	5	i	6	-7	7.7*
COCCNC(=O)c1nn2c(C(F)(F)F)cc(-c3ccccc3)nc2c1Br	1	2	4	7	0.6	8	-10	-1	-3	-0.1
CCn1nc(C)c(NC(=O)CCCSc2nc(-c3ccco3)cc(C(F)(F)F)n2)c1C	1	-2	-7	10	0.5	-1	-2	0	0	0.5
O=C(O)C1CC(c2ccc(F)cc2)=NO1 (configuration not stated)	-1	5	-3	9	0.2	5	-1	2	-9	-1.5
